GalR3 antagonist = GalR3 antagonists in HEK293 cells, primary screen, cell-based, fluorescence readout. inhibition, % at 3 µM. AID 651719, 2012. actives 0.44% (n = 360,000). Galanin receptor type 3 (Homo sapiens), O60755. HEK293 GalR3-CNG cAMP membrane potential fluorescence; galR3 body fused to GalR1 C-terminus;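 active means inhibition above the screen-wide average plus 3 SD, cut at about 13% in these data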;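 further: forskolin and galanin both at EC90 stimulate the cells; cAMP rise reported by CNG channel membrane potential dye signal; 0% = forskolin plus galanin with DMSO and 100% = forskolin alone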
Target sequence (O60755 1-299 limits assumed): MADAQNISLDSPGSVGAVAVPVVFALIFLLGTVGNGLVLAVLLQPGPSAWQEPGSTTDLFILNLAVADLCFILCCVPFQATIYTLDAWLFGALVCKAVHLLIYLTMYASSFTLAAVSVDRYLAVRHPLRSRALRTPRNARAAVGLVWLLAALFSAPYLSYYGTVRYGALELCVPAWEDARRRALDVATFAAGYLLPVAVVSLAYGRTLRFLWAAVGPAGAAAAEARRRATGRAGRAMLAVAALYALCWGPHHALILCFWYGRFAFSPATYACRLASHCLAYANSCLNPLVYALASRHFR
An asterisk follows results filed as active. Some of the compounds tested (hit frequency here may not be typical).

No.	smiles	GalR3 antagonist
1	CCC1(CC)NC(=O)N(CC(=O)OC(C)C(=O)Nc2ccc(S(N)(=O)=O)cc2)C1=O (centres undefined)	-8.6
2	N#CC(c1cccc([N+](=O)[O-])c1)C(CC(=O)c1ccccc1)c1ccccc1 (centres undefined)	-8.4
3	Cc1cc(Nc2ccc(F)cc2)c2ccccc2n1	-4.5
4	Cc1cc(C)n(-c2ccc(C(=O)N3CCN(S(=O)(=O)c4ccc(OC(F)(F)F)cc4)CC3)cc2)n1	-7.1
5	CC(C)(C)OC(=O)[C@H](Cc1ccccc1)NC(=O)c1ncn2c1c(=O)[nH]c1ccc(Br)cc12	-0.5
6	CCN(CC(=O)Nc1ccccc1C(F)(F)F)CC(=O)c1[nH]c(C)c(C(C)=O)c1C	5.8
7	Cc1c(C(=O)O)sc(S(=O)(=O)N2CCN(C(=O)Cc3ccc(Cl)cc3)CC2)c1C(=O)O	-2.3
8	CC(C)C(=O)Nc1cccc(S(=O)(=O)NC2=NCCC2)c1	-5.1
9	CC(=NNc1ccc([N+](=O)[O-])cn1)c1ccc(N)cc1	-6.7
10	CCN(CC)S(=O)(=O)c1cc(NC(=O)Cc2ccc(S(=O)(=O)N3CCOCC3)s2)ccc1Cl	-3.5
11	COCCN1C(=O)COc2ccccc2C1C(=O)NC1CCCCC1 (centres undefined)	-6.8
12	O=C1NCC(Nc2ccc(Br)cc2)C(=O)N1 (centres undefined)	-2.6
13	O=C(Nc1cccnc1)C1Cc2c(-c3cccc(F)c3)ccnc2O1 (centres undefined)	-3.8
14	O=C(/C=C/c1ccccc1)CCN1CCCCC1	-3.5
15	C[C@@H]1Cn2cnc(C(=O)N3CCN(C(=O)OC(C)(C)C)CC3)c2C(=O)N1	-4.5
16	COc1ccc(NC(=O)C2(C)Cc3c(-c4cccc(C(N)=O)c4)ccnc3O2)cc1 (centres undefined)	-2.1
17	Cc1ccc([C@@H]2C[C@H]3[C@@H](CN2S(=O)(=O)c2ccc(C)cc2)C(=O)C[C@@H](c2ccc(Cl)cc2)N3S(=O)(=O)c2ccc(C)cc2)cc1	-8.0
18	COc1ccc(-c2cnc3c(NC=O)cc(-c4ccc(F)cc4)cn23)cc1OC	15.1*
19	CN(CC(=O)Nc1ccccc1Cl)C(=O)c1cc2c(s1)CCCCC2	-6.0
20	C[C@]12CCC(=O)C=C1C=CC1C2CC[C@@]2(C)C1CC[C@@]21CCC(=O)O1 (some centres undefined)	-3.7
21	COc1ccc(C2=NN(CCC(=O)NC3CCCCC3C)C(=O)CC2)cc1 (centres undefined)	-6.7
22	COc1ccc(-c2nc3c(Cl)cc(C(F)(F)F)cn3c2Cc2ccsc2)cc1OC	-6.0
23	COc1ccc(NC(=O)Cn2nnc(-c3ccccc3)c2COc2ccc3ccccc3c2)cn1	-7.9
24	COC(=O)C1=C(C)N(Cc2cccc(C(F)(F)F)c2)C(=NCc2ccc(OC)cc2)NC1c1ccc(F)cc1 (centres undefined)	-2.1

A few values from the list.
#24 in GalR3 antagonist: -2.1
#22 in GalR3 antagonist: -6.0

(continued)
No.	smiles	GalR3 antagonist
25	COc1cc(OC)c(N(C)S(=O)(=O)c2cccc(C(=O)OCC(=O)N(C)Cc3ccccc3)c2)cc1Cl	-4.3
26	Cc1sc2nc(CSC(C)C(=O)NC3(C#N)CCCCC3)[nH]c(=O)c2c1C (centres undefined)	-2.8
27	CC(C)C[C@H](NC(=O)c1ccccn1)C(=O)N1CCC[C@H]1C(=O)NCc1ccccc1	-7.5
28	O=C1C[C@@H]2c3c(cccc3CN1Cc1ccc(Br)cc1)C[C@@H](O)[C@H]2O	-8.8
29	CC(C)Nc1ncnc2c1ncn2[C@H]1CN(Cc2ccc(Cl)cc2)C[C@@H](CO)O1	0.4
30	CCOC(=O)CC[C@H](NC(=O)Cn1cnc(C(=O)Nc2ccc(C)c(C)c2)n1)C(=O)OCC	2.8
31	COc1ccc(C(=O)N/C(=C\c2cn(S(=O)(=O)N(C)C)c3ccccc23)C(=O)N2CCN(C)CC2)cc1OC	0.5
32	C#CCOCCOCCOCCNc1nc(N2CCN(C(=O)Cn3cc(CCCCN)nn3)CC2)nc(N2CCN(C(=O)[C@H](Cc3ccc(O)cc3)n3cc(CCO)nn3)CC2)n1	-5.5
33	C[C@@H]1CN([C@H](C)CO)C(=O)CCCn2cc(nn2)CO[C@H]1CN(C)C(=O)Cc1ccccc1	-7.6
34	O=C1c2cccc(-c3ccc(C(F)(F)F)cc3)c2C2CCCCN12 (centres undefined)	-6.2
35	O=S1(=O)c2cc(Cl)ccc2N2CCC[C@@H]2CN1Cc1ccc(Cl)c(Cl)c1	-6.2
36	C[C@@H]1CN([C@H](C)CO)C(=O)CCCn2nncc2CO[C@@H]1CN(C)C(=O)Nc1ccnc(N2CCOCC2)c1	-7.0
37	CC1(C(=O)NS(=O)(=O)c2cccs2)CCN1C(=O)c1ccco1 (centres undefined)	0.0
38	O=C1CCCN1C(=O)CSc1ncnc2sccc12	-3.6
39	COc1ccc(-n2nnnc2C(c2cccs2)N2CCN(C/C=C/c3ccccc3)CC2)cc1 (centres undefined)	-5.6
40	C#CCNC(=O)C[C@H]1C[C@@]2(C(=O)OC)C(=C[C@H](C(C)(C)C)O[C@@H]2C)N(Cc2ccccc2)C1=O	-7.3
41	COc1cccc(-c2cnc(C(O)c3cc(F)cc(Cl)c3)[nH]2)c1 (centres undefined)	-1.5
42	CC1(C(=O)NS(=O)(=O)C2CC2)CCCN(C(=O)c2c(F)cccc2F)C1 (centres undefined)	0.3
43	CC1=C(C(=O)N2CCOCC2)CC(CC(=O)NCCCN(C)C)C(=O)N1Cc1ccc(F)cc1 (centres undefined)	-4.9
44	COc1ccccc1N1CCN(CCCN2CC(=O)N3CCCCC3C2=O)CC1 (centres undefined)	-9.3
45	CCCCCCCCN1C(=O)[C@@H](CC(=O)N2CCOCC2)C[C@@]2(C(=O)OC)C1=C[C@H](C1CCCC1)O[C@@H]2C	-7.8
46	O=C(NCCO)c1ccc(-c2ccc3nncn3c2)cc1	-7.4
47	CCCCn1nnnc1C(c1cc2ccccc2o1)N(C)Cc1ccc(Cl)c(Cl)c1 (centres undefined)	-6.5
48	COc1ccccc1NC(=O)CN1CCN(c2ccc(F)cc2)CC1	-7.0

Records listed above that bear a hit mark in GalR3 antagonist:
No.	smiles	GalR3 antagonist
18	COc1ccc(-c2cnc3c(NC=O)cc(-c4ccc(F)cc4)cn23)cc1OC	15.1*

Other structures follow.
No.	smiles	GalR3 antagonist
49	COc1cc(CN2C[C@@H](CO)O[C@@H](n3cnc4c(NC5CCC5)ncnc43)C2)cc(OC)c1OC	2.9
50	CCCCN(CCCC)Cc1cc(=O)oc2cc(C)cc(C)c12	-1.9
51	CCN1C/C(=C\c2cc(OC)c(OC)c(OC)c2)C2=NN(c3ccccc3)C(c3cc(OC)c(OC)c(OC)c3)C2C1 (centres undefined)	-5.8
52	CCNC(=S)Nc1ccc2c(c1)c(=O)n(C)n2Cc1cccc(C(F)(F)F)c1	-5.5
53	CC1(C(=O)NCc2ccc(C(F)(F)F)cc2)CCN1Cc1ccc(-c2ccccc2)o1 (centres undefined)	-5.0
54	COC1OC2COC(c3ccccc3)OC2C(O)C1NC(=O)c1ccccc1 (centres undefined)	-4.2
55	CC1CCCC(NC(=O)c2cccc(S(=O)(=O)N3CCOCC3)c2)C1C (centres undefined)	-5.6
56	COc1ccccc1Cc1c(-c2ccc(C#N)cc2)nc2c3ccccc3ccn12	1.7

Among those listed so far, four have an NH in an aromatic ring.
No.	smiles	GalR3 antagonist
5	CC(C)(C)OC(=O)[C@H](Cc1ccccc1)NC(=O)c1ncn2c1c(=O)[nH]c1ccc(Br)cc12	-0.5
6	CCN(CC(=O)Nc1ccccc1C(F)(F)F)CC(=O)c1[nH]c(C)c(C(C)=O)c1C	5.8
26	Cc1sc2nc(CSC(C)C(=O)NC3(C#N)CCCCC3)[nH]c(=O)c2c1C (centres undefined)	-2.8
41	COc1cccc(-c2cnc(C(O)c3cc(F)cc(Cl)c3)[nH]2)c1 (centres undefined)	-1.5

Reprinted at random: 2 entries already listed, in no set order.
No.	smiles	GalR3 antagonist
51	CCN1C/C(=C\c2cc(OC)c(OC)c(OC)c2)C2=NN(c3ccccc3)C(c3cc(OC)c(OC)c(OC)c3)C2C1 (centres undefined)	-5.8
49	COc1cc(CN2C[C@@H](CO)O[C@@H](n3cnc4c(NC5CCC5)ncnc43)C2)cc(OC)c1OC	2.9

Next part.
No.	smiles	GalR3 antagonist
57	CC1(C(=O)NCc2cccc3ccccc23)CCN1Cc1ccc(-c2ccccc2)o1 (centres undefined)	-4.8
58	CN(C)CCCNC(=O)C[C@H]1C[C@H](C(=O)N2CCOCC2)[C@@]2(CCC3CCCC3)c3[nH]c4cc(-c5ccco5)ccc4c3CCN2C1=O	-3.3
59	CC1(C(=O)O)CCCN1C(=O)c1cc2ccccc2s1 (centres undefined)	-5.1
60	CC(c1nc2ccccc2[nH]1)N(C(=O)C1=NNC(=O)CC1)c1ccccc1 (centres undefined)	-3.5
61	CCCC[C@@H]1Cc2[nH][nH]c(=O)c2[C@@H](c2ccc(Cl)cc2)O1	-7.2
62	CCC(=O)N1CCC1(C)C(=O)Nc1ccc2nc(C)ccc2c1 (centres undefined)	3.9
63	CN1OC[C@@H]2CN(C(=O)CCc3ccccc3)[C@H](c3cccc(-c4ccc(C#N)cc4)c3)C[C@@H]21	-3.9
64	C=CCN(CC=C)C(=O)C1c2ccccc2Oc2ccccc21	-2.3
65	CC(C)c1ccc(/C=c2\sc3n(c2=O)C(N)=C(C#N)C(c2ccc(C(C)C)cc2)C=3C(N)=O)cc1 (centres undefined)	5.9
66	COc1ccc(-c2nn(-c3ccccc3)cc2CNC[C@H]2O[C@@H](n3cnc4c(=O)[nH]c(N)nc43)[C@H](O)[C@@H]2O)cc1	-1.8
67	CCCCN(CCCC)CCCNC(=O)Cn1cc(C)c(=O)[nH]c1=O	-3.4
68	N#CC1(NC(=O)COC(=O)Cc2c[nH]c3ccccc23)CCCCC1	-7.7
69	CC(NC(=O)C(Cc1ccccc1)=NO)c1ccccc1 (centres undefined)	-7.8
70	Cc1cc(C)cc(Cn2cc(CN3CC(N4CCN(C)CC4)CS3(=O)=O)nn2)c1 (centres undefined)	-6.6
71	CC(=O)Nc1cccc(Nc2ccc(C#N)cc2)c1	5.9
72	Cc1oc(-c2cccs2)cc1C(=O)N1CCCC(C)(C(=O)O)C1 (centres undefined)	-4.7
73	CC(=O)c1cc2c(cc1NC(=O)CSc1ncccn1)OCO2	-7.4
74	CCCCCCNC(=O)O[C@H]1C[C@H](C(=O)OC)[C@H](C(=O)OC)C2CN(S(=O)(=O)c3ccc(C)cc3)C[C@@]21O (some centres undefined)	0.4
75	C[C@@H]1CCCCO[C@H](CN(C)S(=O)(=O)c2ccc(F)cc2)[C@@H](C)CN([C@H](C)CO)C(=O)c2cc(NC(=O)Nc3ccc(C(F)(F)F)cc3)ccc2O1	-2.9
76	C[C@@H]1CN([C@H](C)CO)C(=O)c2cc(C#CC(C)(C)O)cnc2O[C@@H]1CN(C)C(=O)C1CC1	-7.4
77	CC(C)NC(=O)Nc1ccc2c(c1)C(=O)N([C@H](C)CO)C[C@H](C)[C@@H](CN(C)Cc1ccc(C(F)(F)F)cc1)OCCCC[C@@H](C)O2	-6.2
78	CC(C)c1ccc(NC(=O)C2Cc3c(-c4ccc(Cl)cc4)ccnc3O2)cc1 (centres undefined)	-2.9
79	Cc1cccc(C)c1NC(=O)C1(C)CN(S(C)(=O)=O)CC(=O)N1CCc1ccc(O)cc1 (centres undefined)	-1.4
80	COc1ccc(CC(=O)OCC(=O)NC2CCCCCC2)cc1OC	-1.0
81	CN1CCN(S(=O)(=O)c2cccc(C(=O)N(C)CC(=O)Nc3ccc(Cl)c(Cl)c3)c2)CC1	-0.6
82	Cc1nc(N)sc1-c1csc(Nc2cc(N(C)C)ccc2Cl)n1	-4.2
83	Cc1ccc(Cc2nc3ccccc3n2C(CCc2ccccc2)c2nc3ccccc3[nH]2)cc1 (centres undefined)	-3.6
84	COc1ccc(-c2ccc(CN3C(C)C(=O)N(Cc4cn(CCC5OCCCO5)nn4)CCS3(=O)=O)cc2)cc1 (centres undefined)	3.2
85	O=C(N[C@H](C(=O)N1CCC[C@H]1C(=O)NCCc1ccccc1Cl)c1ccccc1)C1CCCC1	-2.7
86	c1ccc2c(c1)oc1c(-c3cccc4nccn34)cccc12	-6.6
87	CC1(C(=O)NS(=O)(=O)c2cccc(F)c2)CCN1C(=O)c1cccc2ccccc12 (centres undefined)	-5.9
88	OC(c1cccc(Cl)c1)c1nc(-c2ccc3c(c2)OCO3)cs1 (centres undefined)	-4.4
89	Cc1ccc(C)c(S(=O)(=O)Nc2ccc(C(=O)NCCCN(C)C)cc2)c1	-6.5
90	COc1cccc(COC(=O)c2cc(S(=O)(=O)N3CCOCC3)ccc2Cl)c1OC	-2.8
91	CC1(C(=O)NS(=O)(=O)c2ccccc2Cl)CCN1C(=O)CC(c1ccccc1)c1ccccc1 (centres undefined)	-4.9
92	Cc1noc(C)c1C(=O)N1CCC1(C)C(=O)NS(=O)(=O)c1ccc(C#N)cc1 (centres undefined)	-6.2
93	CCCc1cc(=O)n2[nH]c(C)c(-c3ccccc3OC)c2n1	-8.3
94	Cc1ccc(S(=O)(=O)N(C)C[C@@H]2OCc3cnnn3CCCC(=O)N([C@H](C)CO)C[C@H]2C)cc1	-5.7
95	CCCCC(=O)N(C)c1c(CC)nc2c(OCc3cccc(Cl)c3)cccn12	-4.2
96	Cn1cc([C@]2(O)C(=O)Nc3cccc(Cl)c32)c2ccccc21	-6.5
97	C#CCOCCOCCOCCNc1nc(N2CCN(C(=O)[C@H](CO)n3cc([C@@H](N)C(C)C)nn3)CC2)nc(N2CCN(C(=O)[C@H](CO)n3cc([C@@H](N)C(C)C)nn3)CC2)n1	-6.2
98	CC1=NN(c2ccccc2C)C(=O)C1	-3.4
99	COc1cccc(C=NNC(=O)c2ccncc2)c1O	-1.1
100	O=C(Nc1ccc2c(c1)OCCO2)C(c1ccnc2ccccc12)N1CCC(Cc2ccccc2)CC1 (centres undefined)	2.6
101	CC(C)(C)OC(=O)N(Cc1ccccc1)Cc1cccc(OCc2cccc(NC(=O)C3CC3)c2)c1	-6.1
102	COC(=O)[C@H]1C[C@@]2(O)CN(S(=O)(=O)c3ccc(C)cc3)C[C@@]2(OC(=O)Nc2cccs2)C[C@H]1C(=O)OC	-5.1

Screening data from PubChem BioAssay.
